# Bcl-XL Bim block: inhibitors of Bim-Bcl-XL interaction, human; Bim peptide-Bcl-XL binding, bead flow cytometry, fluorescence; Q07817; actives 0.04% (n = 190,000); inhibition, % at 10 µM; AID 1007
# Target sequence (Q07817 whole entry, looked up): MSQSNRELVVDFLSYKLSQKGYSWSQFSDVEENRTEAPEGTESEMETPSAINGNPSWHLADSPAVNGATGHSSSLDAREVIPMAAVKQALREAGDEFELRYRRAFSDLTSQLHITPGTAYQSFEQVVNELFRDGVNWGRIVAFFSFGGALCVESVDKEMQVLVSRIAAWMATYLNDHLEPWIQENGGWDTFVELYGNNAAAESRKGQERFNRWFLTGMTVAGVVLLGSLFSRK
# Mcl-1 Bim block: human Bim-Mcl-1 interaction inhibition. actives 0.1% (n = 190,000). AID 1009. inhibition, % at 10 µM. Bead-based flow cytometry, Bim peptide-Mcl-1 binding. Q07820;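 note: 0% = no compound tracer wells and 100% = peptide blocker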
# RGS8-Gao reg: regulators of human RGS8-Galphao interaction; P09471; multiplexed bead flow cytometry, RGS8-Galphao binding; actives lie on both sides; response (percent of control binding), % at 10 µM; actives 0.34% (n = 220,000); in the data active = response below about 60% or above about 140%; inactive = in between;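 note: Galphao activated as the GDP aluminium fluoride complex binding bead-coupled RGS8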
# Target sequence (P09471 whole entry, looked up): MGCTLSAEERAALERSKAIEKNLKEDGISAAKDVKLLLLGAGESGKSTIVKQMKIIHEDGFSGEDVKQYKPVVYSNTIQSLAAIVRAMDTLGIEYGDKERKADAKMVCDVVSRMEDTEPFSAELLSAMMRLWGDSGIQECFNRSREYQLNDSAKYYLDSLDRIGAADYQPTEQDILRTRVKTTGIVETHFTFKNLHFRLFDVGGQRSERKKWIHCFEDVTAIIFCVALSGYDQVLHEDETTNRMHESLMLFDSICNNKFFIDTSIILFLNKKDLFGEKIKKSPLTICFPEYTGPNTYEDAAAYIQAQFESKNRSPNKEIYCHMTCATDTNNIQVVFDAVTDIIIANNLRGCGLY
# RGS4-Gao reg: human RGS4-Galphao interaction regulation; P09471; Multiplexed bead flow cytometry, RGS4-Galphao binding; actives lie on both sides; binding response (% of control), % at 10 µM; actives 0.33% (n = 220,000); in the data active = binding response below about 49% or above about 150%; inactive = in between;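 note: fluorescent Galphao activated with aluminum fluoride binding bead-coupled RGS4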
# Bcl-B Bim block: inhibitors of Bim-Bcl-B interaction, human. actives 0.073% (n = 190,000). AID 951. inhibition, % at 10 µM. bead-based flow cytometry, Bim peptide-Bcl-B binding. Q9HD36;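 note: 0% = tracer peptide without compound and 100% = reference inhibitor peptide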
# Target sequence (Q9HD36 whole entry, looked up): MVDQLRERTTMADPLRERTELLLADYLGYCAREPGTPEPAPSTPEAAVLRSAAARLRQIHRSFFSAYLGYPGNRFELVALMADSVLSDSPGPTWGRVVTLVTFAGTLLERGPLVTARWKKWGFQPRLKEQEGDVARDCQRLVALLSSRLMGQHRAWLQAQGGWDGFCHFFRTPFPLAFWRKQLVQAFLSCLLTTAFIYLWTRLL
# RGS7-Gao reg: modulates binding of RGS7 to human Galphao | P09471 | Multiplexed bead flow cytometry; actives lie on both sides | binding response (% of control), % at 10 µM | actives 0.35% (n = 220,000); in the data active = binding response below about 49% or above about 150%; inconclusive = no clear call, values can overlap the other calls; inactive = in between;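 note: fluorescent Galphao held in activated GDP-AlF4 state binding bead-coupled RGS7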
# Bim-Bcl-W: inhibitors of Bim-Bcl-W interaction, human. inhibition, % at 10 µM. bead-based flow cytometry, Bim peptide-Bcl-W binding. AID 952. actives 0.02% (n = 190,000). Q92843;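 note: 0% = bound tracer without compound and 100% = peptide blocker; higher means less fluorescent Bim peptide bound to Bcl-W beads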
# Target sequence (Q92843 whole entry, looked up): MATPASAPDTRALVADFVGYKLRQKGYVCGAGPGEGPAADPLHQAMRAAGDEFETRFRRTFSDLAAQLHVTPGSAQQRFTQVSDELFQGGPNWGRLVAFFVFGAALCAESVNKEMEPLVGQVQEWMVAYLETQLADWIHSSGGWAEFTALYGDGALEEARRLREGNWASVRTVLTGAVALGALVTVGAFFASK
# Bcl-2 Bim block: human Bim-Bcl-2 interaction inhibition; P10415; Bead-based flow cytometry, Bim peptide-Bcl-2 binding; inhibition, % at 10 µM; actives 0.06% (n = 190,000); AID 950; in the data active = inhibition above about 40%; inconclusive = no clear call, values can overlap the other calls;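 note: 0% = no compound wells with probe peptide and 100% = reference peptide inhibitor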
# Mcl1 Bid PPI: disrupts binding of human Mcl-1 to Bid peptide; inhibition, % at 21.7 µM; TR-FRET Mcl-1/Bid-Dy647 peptide binding, 1536-well; actives 0.97% (n = 220,000); AID 1021; Q07820;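 active = compounds that cut the binding signal by more than half at the single screening dose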;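 note: His-tagged Mcl-1 with europium anti-His antibody binding Bid BH3 peptide; 0% = Mcl-1 plus peptide wells and 100% = peptide-only wells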
# Bfl-1 Bim block: human Bim-Bfl-1 interaction inhibition; Bead-based flow cytometry, Bim-Bfl-1 binding inhibition; actives 0.12% (n = 190,000); AID 1008; inhibition, % at 10 µM; Q16548;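 note: 0% = wells without compound plus tracer and 100% = blocker peptide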
# GSH bead fluor: compound fluoresces at 488/530 nm on GSH beads; GSH beads flow cytometry, compound fluorescence 488/530 nm; active compounds read high; fluorescence (KMESF) at 10 µM; actives 0.25% (n = 190,000); AID 1776; in the data active = fluorescence above about 89;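 note: glutathione beads carrying GST-tagged Bcl family fusion proteins plus one bare bead set; values are compound well signal with DMSO vehicle wells as background; inactives centre near 16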
# An asterisk follows results filed as active; ? = inconclusive; . = no result given. Cut-off read from the data, not from the text of the source, unless noted: active = inhibition above about 40%.
SMILES,Bcl-XL Bim block,Mcl-1 Bim block,RGS8-Gao reg,RGS4-Gao reg,Bcl-B Bim block,RGS7-Gao reg,Bim-Bcl-W,Bcl-2 Bim block,Mcl1 Bid PPI,Bfl-1 Bim block,GSH bead fluor
CCOC(=O)CN1C(=O)CSc2ccccc21,-7,-4,100,103,-16,100,-1,-11,-11,-13,22
O=C1C=C(c2ccccc2)CC(/C=C/c2ccccc2)C1 (configuration not stated),-4,-3,90,88,-7,88,-2,0,2,0,10
O=C(NNC(=O)c1cc(-c2cccnc2)nc2ccccc12)Nc1ccc(Cl)cc1,-4,0,81,72,-6,?,0,-5,8,-5,15
CCOC(=O)CNC=C(C(=O)OCC)C(=O)OCC,-8,-1,98,96,-5,96,-5,-4,-1,-12,35
CCOC(=O)C1(Cc2ccc(Cl)cc2)CCN(C(=O)c2cc(C)nc(C)n2)CC1,-4,1,100,99,-1,94,3,-1,-9,-5,11
COCCn1c(Cc2ccccc2)nnc1SCC(=O)N1CCCCC1C (configuration not stated),0,0,102,102,-7,103,-1,-2,-32,-13,17
Cc1ccc(C(=O)N/C(=C/c2ccco2)C(=O)NC2CCS(=O)(=O)C2)cc1 (configuration not stated),0,0,93,88,-4,90,-1,1,-35,-1,23
Cc1ccc(NC(=O)Cn2nnc3ccccc3c2=O)cc1C,0,-1,97,90,1,92,0,1,-6,4,13
COc1ccc(NC(=S)NCC(c2cccnc2)N2CCOCC2)cc1 (configuration not stated),-8,0,99,96,-6,101,-4,-4,-27,-7,10
Cc1ccc(S(=O)(=O)N2CCN(C(=O)c3c(C)nn(-c4ccccc4)c3Cl)CC2)cc1,-9,-7,102,98,-7,99,-6,-10,-1,-8,13
Cc1ccc(N=Cc2c(O)n(C)c(=O)n(C)c2=O)nc1,0,0,93,99,0,104,3,-2,-35,5,6
S=C(Nc1ccc(Oc2ccccc2)cc1)NC1CCCCC1,1,0,100,100,-3,97,-3,1,-7,-8,21
CCn1c(=O)cc(SCC(=O)N2CCC(C)CC2)c2ccccc21,0,0,102,99,0,99,0,0,-3,-1,17
COc1ccc(CN2C(=O)C(O)(CC(=O)c3c(C)n[nH]c3C)c3ccccc32)cc1OC (configuration not stated),-4,0,100,103,-5,99,0,-2,-30,-3,23
Cn1c(=S)[nH]c2ccccc21,-8,-5,101,101,-13,103,0,-8,-28,-14,37
CC(=O)N1CCN(S(=O)(=O)c2cccc(C(=O)Nc3ccc4c(c3)OCO4)c2)CC1,-1,4,103,99,-1,93,-1,-1,-39,-6,10
COc1ccc(N2CCN(Cc3nc4scc(-c5cccs5)c4c(=O)[nH]3)CC2)cc1,-2,-4,101,98,-6,95,-1,-3,-29,-5,22
CC1CC1C(=O)NCCc1ccc(Cl)cc1 (configuration not stated),.,.,102,110,.,102,.,?,-5,.,30
CCOC(=O)C(CC)Sc1nnc2n1C(C)(C)Cc1ccccc1-2 (configuration not stated),-4,-3,99,103,-6,101,-6,-5,1,0,22
CCOC(=O)c1c(NC(=O)CSc2nnnn2C)sc(C)c1-c1ccc(C)cc1,3,-1,97,104,-6,99,0,-6,11,-9,38
Cc1cc(=O)[nH]c2c1c(C)nn2C1CCOC(C)(C)C1 (configuration not stated),-2,0,103,106,1,100,1,1,-21,0,14
COc1cccc(C2CCCN2Cc2nc(CCC(C)C)no2)c1 (configuration not stated),-3,-2,100,100,-5,96,-4,-4,-27,-7,10
O=C(Nc1cnc2sccn2c1=O)c1ccc(Cl)cc1Cl,-5,1,102,83,-2,87,0,-4,-18,-9,30
Cc1nc(OCC(=O)c2ccc(Cl)cc2)c(C#N)c2c1COC(C)(C)C2,0,2,103,101,0,106,1,1,5,0,11
Cc1ccc(N/N=C2\COC(C)(C)CC2=O)cc1,0,-2,98,101,1,98,1,5,-15,13,8
COc1ccc(NC(=O)C2c3cc(OC)c(OC)cc3C(=O)N(C)C2c2cccnc2)cc1OC (configuration not stated),-1,0,99,101,3,101,-3,-2,0,-4,21
Cc1nc2sc(C(c3cccc(F)c3)N3CC(C)OC(C)C3)c(O)n2n1 (configuration not stated),-2,0,101,103,-5,102,0,.,-20,-4,18
CC(Sc1nnnn1C)C(=O)Nc1ccc(Oc2ccccc2)cc1 (configuration not stated),-3,-1,101,102,-7,99,0,-4,-29,-13,24
COC(=O)CNC(=O)C12CC3CC(C1)CC(c1ccc(C)cc1)(C3)C2,-1,1,99,99,0,?,-1,0,-24,-5,15
COc1cccc(CNc2nc3nc4c(c(=O)n3[nH]2)CCC4)c1,0,0,102,98,0,98,0,1,-43,0,9
CCOC(=O)CSc1nc2c(sc(=S)n2-c2ccccc2)c(=O)[nH]1,-8,-7,101,105,-6,99,-5,-2,11,-1,27
COC(=O)c1ccc(N2C(=O)c3cc(N4CCOCC4)c([N+](=O)[O-])cc3C2=O)cc1,-13,-8,98,98,-14,98,-11,-13,-24,-18,20
O=C(Nc1ccc2c(c1)OCCO2)C1c2ccccc2C(=O)N2CCc3ccccc3C12 (configuration not stated),-1,1,99,97,-6,98,-1,-8,-7,-9,26
CCN(CC)c1ccc(C(=O)OCC(=O)NCC2CCCO2)cc1 (configuration not stated),-5,-4,99,99,-5,98,-1,-12,-23,-13,25
COc1ccc(CNC(=O)c2ccc(NC(=O)CC3SC(N4CCCCC4)=NC3=O)cc2)cc1 (configuration not stated),-3,-2,94,89,-7,89,0,-6,-33,-14,36
COC(=O)C1CSC(C(=O)OC)N1C(=O)Nc1ccc(Cl)cc1 (configuration not stated),1,0,96,90,1,90,0,0,-1,-2,18
Cc1cc(C)n2cc(CSC3=NCCS3)nc2n1,0,-3,95,90,0,97,-3,0,1,0,15
CCCN(CC(=O)Nc1ccc(C)cc1Br)CC(=O)Nc1ccc(F)c(F)c1F,-6,-3,102,104,-7,100,-6,-8,-6,-6,16
CC1C(=O)C(C)C(c2cccs2)NC1c1cccs1 (configuration not stated),-10,-7,91,88,-14,95,-3,-14,8,-17,33
CSc1cccc(NC(=S)N2CCCN(Cc3cccc(Cl)c3)C2)c1,-3,-2,108,110,-6,101,-1,-4,-21,-4,13

# A draw from above in order of count of non-hydrogen atoms, falling:
SMILES,Bcl-XL Bim block,Mcl-1 Bim block,RGS8-Gao reg,RGS4-Gao reg,Bcl-B Bim block,RGS7-Gao reg,Bim-Bcl-W,Bcl-2 Bim block,Mcl1 Bid PPI,Bfl-1 Bim block,GSH bead fluor
COc1ccc(NC(=O)C2c3cc(OC)c(OC)cc3C(=O)N(C)C2c2cccnc2)cc1OC (configuration not stated),-1,0,99,101,3,101,-3,-2,0,-4,21
COc1ccc(CNC(=O)c2ccc(NC(=O)CC3SC(N4CCCCC4)=NC3=O)cc2)cc1 (configuration not stated),-3,-2,94,89,-7,89,0,-6,-33,-14,36
O=C(Nc1ccc2c(c1)OCCO2)C1c2ccccc2C(=O)N2CCc3ccccc3C12 (configuration not stated),-1,1,99,97,-6,98,-1,-8,-7,-9,26
COC(=O)c1ccc(N2C(=O)c3cc(N4CCOCC4)c([N+](=O)[O-])cc3C2=O)cc1,-13,-8,98,98,-14,98,-11,-13,-24,-18,20
CCCN(CC(=O)Nc1ccc(C)cc1Br)CC(=O)Nc1ccc(F)c(F)c1F,-6,-3,102,104,-7,100,-6,-8,-6,-6,16
Cc1nc(OCC(=O)c2ccc(Cl)cc2)c(C#N)c2c1COC(C)(C)C2,0,2,103,101,0,106,1,1,5,0,11
COC(=O)CNC(=O)C12CC3CC(C1)CC(c1ccc(C)cc1)(C3)C2,-1,1,99,99,0,?,-1,0,-24,-5,15
CCOC(=O)CSc1nc2c(sc(=S)n2-c2ccccc2)c(=O)[nH]1,-8,-7,101,105,-6,99,-5,-2,11,-1,27
COc1cccc(CNc2nc3nc4c(c(=O)n3[nH]2)CCC4)c1,0,0,102,98,0,98,0,1,-43,0,9
CC1C(=O)C(C)C(c2cccs2)NC1c1cccs1 (configuration not stated),-10,-7,91,88,-14,95,-3,-14,8,-17,33
Cc1ccc(N/N=C2\COC(C)(C)CC2=O)cc1,0,-2,98,101,1,98,1,5,-15,13,8

# (listing goes on)
SMILES,Bcl-XL Bim block,Mcl-1 Bim block,RGS8-Gao reg,RGS4-Gao reg,Bcl-B Bim block,RGS7-Gao reg,Bim-Bcl-W,Bcl-2 Bim block,Mcl1 Bid PPI,Bfl-1 Bim block,GSH bead fluor
O=C(Nc1nnc(C2CCCC2)s1)C1CCN(S(=O)(=O)c2ccc(Cl)cc2)CC1,-2,-2,101,103,-10,102,-1,-8,-7,-7,15
COc1cccc(-c2ccc(SCc3ccccn3)nn2)c1,-14,-24,108,106,-7,103,-8,-6,0,-3,9
O=C(O)c1ccc(Br)cn1,-2,0,101,101,0,100,-2,-1,-23,-4,12
CC(=O)C(Sc1nc(-c2ccc(F)cc2)nc2c1c(=O)n(C)c(=O)n2C)C(C)=O,-3,-4,106,104,-3,105,1,-2,-7,-4,18
COc1cc(/C=C2\SC(c3ccc(C)cc3)=NC2=O)cc(OC)c1O,0,-3,77,95,-19,99,7,2,-23,24,25
Cc1ccccc1OCC1CNC(=O)O1 (configuration not stated),-4,-3,102,101,-4,99,0,-5,-21,-8,26
CCN(CC)c1cc(C(F)(F)F)nc(-c2ccccn2)n1,-2,1,97,85,-4,100,1,-3,38,-8,15
Cn1c(SCC(=O)Nc2ccc(F)cc2F)nnc1-c1cccnc1,-4,0,99,100,-7,102,1,-10,1,-11,22
O=C(O)CCC(=O)Nc1cccc(-c2csc(-c3ccccc3)n2)c1,-1,-3,100,100,-4,102,-2,-2,12,-4,15
O=C(CSc1nnc(-c2ccncc2)n1CC1CCCO1)Nc1cccc(O)c1 (configuration not stated),-22,-1,102,100,-6,101,2,-5,-30,-12,60
C/C=C(\C)C(=O)NCCN1C2=NC[C@H](C(C)C)N2C[C@H]1Cc1ccc(O)cc1,-2,1,104,100,-3,96,0,0,-7,-5,20
Cc1ccc(NC2CCCCC2NS(=O)(=O)c2ccc(Cl)cc2)cc1 (configuration not stated),-8,-3,101,101,-9,98,-5,-8,-28,-12,14
O=C(c1ccco1)N1N=C(C2CCCCC2)CC1(O)C(F)(F)F (configuration not stated),-1,-2,99,99,0,101,-1,-2,-1,-4,13
O=C(NCc1ccc2c(c1)OCO2)c1cc2ccccc2o1,-6,1,98,97,-3,97,2,-6,-29,-8,7
CNC(=O)Nc1ccccc1NC(=O)NC,-4,0,101,101,-8,102,-1,-9,0,-18,25
Cc1ccc(C2CC(c3cccs3)=NN2C(=O)c2ccc(Br)o2)cc1 (configuration not stated),-1,-4,95,97,-4,97,-1,-1,-1,0,11

# Screening results: PubChem, several laboratories
